Screening data: PubChem, Center for Chemical Genomics, University of Michigan
Dicer processing: inhibitors of Dicer pre-microRNA processing, primary screen, biochemical, cat-ELCCA, chemiluminescence; z-score at 25 µM; AID 1347074, 2019; Endoribonuclease Dicer (Homo sapiens), Q9UPY3; 6% of 47,000 active; cat-ELCCA pre-miR-21 Dicer processing; active compounds read high; in the data active means z-score above about 3, passing the limit was not always enough;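 further: plate controls were vehicle for no effect and no enzyme for full effect; higher signal means more uncleaved substrate so more Dicer inhibition; strong numbers were not always called active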
Target sequence (Q9UPY3 whole entry, looked up): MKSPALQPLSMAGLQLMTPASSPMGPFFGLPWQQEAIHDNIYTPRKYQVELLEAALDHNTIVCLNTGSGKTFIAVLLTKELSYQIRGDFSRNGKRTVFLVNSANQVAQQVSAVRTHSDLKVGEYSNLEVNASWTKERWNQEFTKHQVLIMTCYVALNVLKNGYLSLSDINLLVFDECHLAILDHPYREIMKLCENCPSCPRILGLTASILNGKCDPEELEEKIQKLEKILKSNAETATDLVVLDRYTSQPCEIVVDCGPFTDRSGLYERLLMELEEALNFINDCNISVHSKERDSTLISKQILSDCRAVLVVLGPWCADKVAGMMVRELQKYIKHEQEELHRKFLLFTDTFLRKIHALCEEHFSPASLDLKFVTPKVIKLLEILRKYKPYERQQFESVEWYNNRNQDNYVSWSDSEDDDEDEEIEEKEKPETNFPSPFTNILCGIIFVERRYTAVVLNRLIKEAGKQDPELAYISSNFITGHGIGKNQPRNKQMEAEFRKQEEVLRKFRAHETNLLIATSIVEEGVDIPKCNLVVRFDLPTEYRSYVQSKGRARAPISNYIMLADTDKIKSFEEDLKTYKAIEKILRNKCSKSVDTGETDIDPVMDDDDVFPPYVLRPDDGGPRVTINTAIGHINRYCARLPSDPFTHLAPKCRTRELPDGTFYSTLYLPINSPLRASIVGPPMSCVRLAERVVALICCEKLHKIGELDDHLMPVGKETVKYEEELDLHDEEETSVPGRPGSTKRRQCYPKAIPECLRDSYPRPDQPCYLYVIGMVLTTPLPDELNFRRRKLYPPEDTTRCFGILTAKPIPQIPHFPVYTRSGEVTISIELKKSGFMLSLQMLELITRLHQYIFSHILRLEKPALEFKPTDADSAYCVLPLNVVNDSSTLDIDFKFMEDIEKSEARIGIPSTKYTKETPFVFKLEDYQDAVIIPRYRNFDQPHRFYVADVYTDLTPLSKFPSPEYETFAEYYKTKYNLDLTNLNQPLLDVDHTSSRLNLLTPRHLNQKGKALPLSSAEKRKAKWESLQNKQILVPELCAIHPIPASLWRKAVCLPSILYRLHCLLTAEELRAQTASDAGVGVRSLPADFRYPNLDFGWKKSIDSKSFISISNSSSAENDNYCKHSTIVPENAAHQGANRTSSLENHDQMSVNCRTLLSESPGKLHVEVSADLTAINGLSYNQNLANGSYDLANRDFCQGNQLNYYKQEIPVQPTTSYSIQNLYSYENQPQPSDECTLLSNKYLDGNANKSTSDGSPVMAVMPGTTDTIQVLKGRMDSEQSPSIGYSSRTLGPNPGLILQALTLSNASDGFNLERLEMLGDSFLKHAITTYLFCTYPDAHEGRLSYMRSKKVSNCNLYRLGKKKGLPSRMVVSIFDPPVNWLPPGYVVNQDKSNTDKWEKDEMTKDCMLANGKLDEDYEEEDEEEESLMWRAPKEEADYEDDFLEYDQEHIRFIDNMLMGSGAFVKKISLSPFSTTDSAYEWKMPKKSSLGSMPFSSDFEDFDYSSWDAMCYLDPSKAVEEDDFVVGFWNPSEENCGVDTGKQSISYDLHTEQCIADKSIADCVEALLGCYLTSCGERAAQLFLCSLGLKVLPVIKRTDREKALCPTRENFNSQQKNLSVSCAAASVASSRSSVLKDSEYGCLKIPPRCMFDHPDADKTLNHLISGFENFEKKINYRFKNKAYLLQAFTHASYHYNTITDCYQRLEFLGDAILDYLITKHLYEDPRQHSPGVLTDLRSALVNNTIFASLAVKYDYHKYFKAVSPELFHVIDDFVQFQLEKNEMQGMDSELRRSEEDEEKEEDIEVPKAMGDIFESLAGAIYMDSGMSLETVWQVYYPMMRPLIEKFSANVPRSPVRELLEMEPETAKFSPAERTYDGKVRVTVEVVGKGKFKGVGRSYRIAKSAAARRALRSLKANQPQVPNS
* marks the source's active call; other numbers are inactive results. Not all compounds are listed; count on the stated rates, not on these rows.

SMILES	Dicer processing
CC1(C)CC(=O)C2=C(C1)c1c(ccc3ncccc13)NC2c1ccc2c(c1)OCO2 (stereo not given)	0.63
CC(C)SC(=NC#N)S/C=C/C(=O)c1ccc(Cl)cc1	-2.08
c1ccc2[nH]c(Sc3ncnc4sc5c(c34)CCCC5)nc2c1	-0.78
COc1ccc(C2C3=C(CC(c4ccccc4)CC3=O)Nc3nc4ccccc4n32)cc1 (stereo not given)	2.28
O=S(=O)(c1cc(Cl)ccc1Cl)N1c2ccccc2OC1c1ccc(Cl)c(Cl)c1 (stereo not given)	-0.36
Cc1ccc(C(C)C)cc1Oc1cc(Cl)nc(N)n1	0.99
O=C(Nc1ccc(C2CCCCC2)cc1)C(=S)NCc1ccccc1	1.55
O=S(=O)(NNC(=S)Nc1ccccc1F)c1ccc(Cl)cc1	0.15
O=C(NNC(=O)c1ccc(Cl)cc1)C(=O)NNC(=O)c1ccc(Cl)cc1	-2.37
COC(=O)c1sc(N2C(=O)c3oc4ccc(C)cc4c(=O)c3C2c2ccc(SC)cc2)nc1C (stereo not given)	-0.57
CCNc1nc(OC)nc(Oc2ccc(=O)n(C)n2)n1	0.26
CSc1sc(C(=O)N/N=C/c2c(Cl)cccc2Cl)cc1S(=O)(=O)C(C)C	-0.81
COc1ccc(-c2csc(Nc3cccnc3)n2)cc1OC	2.02
O=C(O)c1ccc(N2C(=O)CC(N3CCN(Cc4ccc5c(c4)OCO5)CC3)C2=O)cc1 (stereo not given)	1.22
O=S(=O)(Cc1nc(CSc2nnc(SCC3CC3)s2)cs1)c1ccc(Cl)cc1	1.26
c1ccc(CN2CC(c3nn[nH]n3)CN(Cc3ccccc3)C2)cc1	-0.38
O=C(CSc1nc2c(c(C(F)(F)F)n1)CCc1ccccc1-2)N1CCCC1	1.29
CCOC(=O)/C(C#N)=C/c1cn(-c2ccccc2)nc1C	-0.69
COc1ccc(OC)c(NS(C)(=O)=O)c1	1.47
Cc1ncc(S(=O)(=O)C(C)(C)C)c(N)n1	-0.51
COc1ccc(Nc2nc(N)nc(CN3CCCCC3)n2)cc1	-1.05
Fc1ccc(-n2nnnc2-c2cnc3ccc(Cl)cc3c2-c2ccccc2)cc1	0.2
COc1ccccc1NC(=S)NNC(=S)NC1CC2C=CC1C2 (stereo not given)	-0.14
CC1C(c2ccccc2)N(C)C(c2ccccc2)C(C)C1(O)c1ccc(F)cc1 (stereo not given)	-2.37
COC(=O)c1cc2nc(-c3cccs3)cc(C(F)(F)F)n2n1	-0.66
c1ccc(CN2CCC(Nc3ncnc4ccsc34)CC2)cc1	-0.06
N#Cc1c(NC(=O)c2ccccc2F)sc2c1CCCC2	0.51
CSc1nc(-c2ccc(Cl)cc2)nc(N)c1-c1ccccc1	-0.36
COc1ccc(/C(O)=C2\C(=O)C(=O)N(c3nnc(C)s3)C2c2ccc(C(C)(C)C)cc2)cc1 (stereo not given)	0.7
O=C(O)c1cc2c3c(c1)C1C=CCC1C(c1ccccc1)N3CC1CC=CC21 (stereo not given)	-0.6
CC(C)(CO)NC(=O)c1sc2ccccc2c1Cl	-0.76
O=C1c2ccccc2S(=O)(=O)N1CCCCCN1C(=O)c2ccccc2S1(=O)=O	0.09
O=C(O)CCC(=O)N1CCN(c2ncccn2)CC1	0.59
COC(=O)CSc1n[nH]c(-c2ccncc2)n1	2.02
Fc1cccc(Cl)c1-c1nnc2ccc(C(F)(F)F)cn12	0.65
CN(C)c1ccc(C2CC(=O)C=C(NCc3cccs3)C2)cc1 (stereo not given)	1.03
COC(=O)c1ccsc1-n1c(C)ccc1C	0.82
Fc1ccc(CNCc2ccncc2)cc1	1.6
Cc1ccc(C)c(Oc2c(C(F)(F)F)oc3c(CN4CCOCC4)c(O)ccc3c2=O)c1	0.42
C=CCN(c1ccccc1C1=N/C(=C\c2ccc(Cl)cc2)C(=O)O1)S(=O)(=O)c1ccc(C)cc1	-0.31
COc1ccccc1N1CCN(C(=O)[C@H](C)N2CCN(c3nc4cc(Cl)ccc4s3)CC2)CC1	0.11
Brc1ccc(CSc2nn3cnnc3s2)cc1	-0.39
CC(C)S(=O)(=O)c1csc(NC(=O)N=S(C)(=O)c2ccc(Cl)cc2)c1Cl (stereo not given)	-0.93
COc1ccc(N)cc1-n1c(C)ccc1C	-0.71
CCOc1ccc2nc(S/C=C/C(=O)c3ccc(Cl)cc3)sc2c1	0.51
Cc1ccc(C)c(C(=O)CSc2ncn[nH]2)c1	-0.45
O=C(Nc1ccc([N+](=O)[O-])cc1)c1nnn(-c2ccc([N+](=O)[O-])cc2)c1-c1ccccc1	-0.11
COCc1cc(N(C)C)nc(-c2csc(C)n2)n1	-0.49
CC(C)c1ccc(C2/C(=C(\O)c3ccc(F)cc3)C(=O)C(=O)N2CCCN2CCOCC2)cc1 (stereo not given)	1.09
O=C(Nc1c(C(=O)c2ccc(F)cc2)oc2ccccc12)c1ccco1	-0.64
O=S(=O)(/C=C/c1ccccc1)c1ccc(F)c(Cl)c1	-0.86
COc1ccc(-c2nc3cc(N)ccc3o2)cc1Cl	2.1
CCOC(=O)C1(C(F)(F)F)N=C(N(CC)CC)Oc2c1c(C)nn2-c1ccccc1 (stereo not given)	-0.63
CCOc1ccc(OCC)c([N+](=O)[O-])c1N1CCOCC1	-0.29
CCOc1ccccc1N1CC(O)=C(c2nc3ccccc3s2)C1=N	0.56
COc1nc(Nc2ccc(F)cc2)nc(OC)n1	-0.69

The listing continues.
SMILES	Dicer processing
O=C(O)CSC1(SCC(=O)O)CCCCCC1	2.27
CC(=O)C(Sc1nnc(C(F)(F)F)n1C)C(C)=O	-0.13
CC1(C)S[C@@H]2[C@H](NC(=O)[C@H](N)c3ccccc3)C(=O)N2[C@H]1C(=O)O	0.11
COc1cc(CCC(C)NC(=O)Cc2ccccc2)ccc1OC(=O)Cc1ccccc1 (stereo not given)	-0.48
Cn1c(CSc2ccnc3cc(Cl)ccc23)nnc1SCC(=O)c1ccc(F)cc1	1.53
COc1ccc(-c2cnn3c(-c4ccccc4)cc(C)nc23)cc1OC	-0.15
CCCC(C)NC(=O)C1c2ccccc2Oc2ccccc21 (stereo not given)	-1.15
COCCCN1C(=O)C(O)=C(C(=O)c2cc3ccccc3o2)C1c1ccc(OC)cc1 (stereo not given)	-0.71

In another format: results already given
> CC(=O)C(Sc1nnc(C(F)(F)F)n1C)C(C)=O
  Dicer processing: -0.13
> CC1(C)S[C@@H]2[C@H](NC(=O)[C@H](N)c3ccccc3)C(=O)N2[C@H]1C(=O)O
  Dicer processing: 0.11
> COc1cc(CCC(C)NC(=O)Cc2ccccc2)ccc1OC(=O)Cc1ccccc1 (stereo not given)
  Dicer processing: -0.48

The results go on:
SMILES	Dicer processing
CC(C)NC(=O)Cn1cc(C(=O)C2CCCCC2)c2ccccc21	0.44
N#Cc1cnc(Sc2nnc(-c3ccc(Cl)cc3)n2Cc2ccccc2)nc1N	-0.24
O=C(O)CC(C(=O)Nc1cc(C(F)(F)F)cc(C(F)(F)F)c1)C1=CCCCC1 (stereo not given)	-0.47
Oc1ccccc1C=Nc1n[nH]c2ccccc12	3.49*
Cc1cc(C(=O)Nc2ccc(C3CCCCC3)cc2)n(Cc2cccc(C(F)(F)F)c2)n1	-1.21
CCS(=O)(=O)N1CCN(c2nc(-c3ccccc3)ns2)CC1	-0.23
CCOC(=O)c1c(C)nn(-c2ncccc2NC(=S)NC(=O)c2ccccc2)c1C	-0.72
COc1ccc(N2C(=O)C3ON(c4ccccc4)C(c4cccs4)C3C2=O)cc1 (stereo not given)	2.06

Laid out differently: entries from further up.
> CCOC(=O)c1c(C)nn(-c2ncccc2NC(=S)NC(=O)c2ccccc2)c1C
  Dicer processing: -0.72

> COc1ccc(N2C(=O)C3ON(c4ccccc4)C(c4cccs4)C3C2=O)cc1 (stereo not given)
  Dicer processing: 2.06

Following part:
SMILES	Dicer processing
CCCCn1cnc2c(sc3nc4c(cc32)COC(C)(C)C4)c1=O	-0.45
CN(c1ccc(Br)cc1)c1nc(=O)c2cccnc2s1	-0.58
O=C1Nc2ccccc2SC1c1ccccc1 (stereo not given)	1.91
O=C(NNc1ncccc1C(F)(F)F)c1ccc(Cl)c(Cl)c1	1.71
CC(C)CNC(=S)NCCNC(=O)OC(C)(C)C	-0.75
C=C1SC(Nc2ccc(C(=O)OCC)cc2)=NC12CCCCC2	-2.45
CN1CCN(CCCn2nnc3c(=O)oc4ccccc4c32)CC1	-0.57
COc1ccc(-c2c(C#N)c(N)nc3c2CCCCC3)cc1OC	-1.88
O=C1OC(COc2ccc(Br)cc2)CN1c1ccccc1 (stereo not given)	-0.4
Cc1cccn2c(=O)c(-c3nnn[nH]3)cnc12	0.02
CCC(=O)OCC(=O)[C@@]1(OC(=O)CC)[C@@H](C)C[C@H]2[C@@H]3CCC4=CC(=O)C=C[C@]4(C)[C@@]3(Cl)[C@@H](O)C[C@@]21C	0.33
C=CCN1C(=O)C(O)(CC(=O)c2ccc(C(C)(C)C)cc2)c2ccccc21 (stereo not given)	-1.56
COC(=O)C1=C(C(=O)OC)SC(=C2C(=S)C(C)(C)Nc3ccccc32)S1	-0.14
CN(C)/C=C/C(=O)c1ccc(Cl)c(Cl)c1	4.92*
O=[N+]([O-])c1ccc(Sc2cc(Cl)ccc2Cl)nc1	4.72*
COc1ccc2c(c1)CCC1C2CC[C@@]2(C)C1CC[C@@H]2NCCCCCCN1C(=O)CCC1=O (stereo not given in full)	-0.1
CSc1c2c(nc3cc(-c4cccs4)nn13)CC(C)(C)CC2=O	1.45
CCOc1cc(C(Nc2ccccn2)c2ccc3ccc(C)nc3c2O)ccc1OC (stereo not given)	0.5
Cc1ccc(C(NC(=O)C(C)C)c2ccc3cccnc3c2O)cc1 (stereo not given)	12.6
CCOC(=O)C1CCN(C(=S)Nc2c(C)cccc2C)CC1	-0.56
O=C(CC1(O)C(=O)Nc2ccc(Br)cc21)c1ccc2c(c1)OCO2 (stereo not given)	6.93
CC1(C)Cc2c(c(N3CCCC3)nc3sc4c(N5CCCC5)ncnc4c23)CO1	-0.5
O=c1c([N+](=O)[O-])c[nH]n(-c2ccccc2)c1=O	4.42*
COc1ccc(-c2csc3nc(-c4ccccc4F)oc(=O)c23)cc1	0.75
O=C1CC(Cc2ccc(Cl)cc2)C(=O)N1Cc1ccccc1 (stereo not given)	3.33*
COCCCNc1oc(-c2ccc(OC)cc2)nc1C#N	-0.93
Cc1onc(-c2ccccc2)c1CNS(=O)(=O)c1cnn(-c2ccccc2)c1C	-0.47
CCCC1c2ccsc2CCN1C(=O)Nc1ccc(Cl)cc1 (stereo not given)	0.07
C=C1SC(Nc2ccc(F)c(Cl)c2)=NC1(CC)CC	0.62
O=C(O)C(F)(F)C(F)(F)C(=O)NCc1cccc(Cl)c1	-0.85
S=c1[nH]c2cc3c(cc2[nH]1)OCCO3	0.55
COCCCN/C=C(\C#N)S(=O)(=O)c1ccc(Cl)cc1	-2.36
O=C1c2cccc3cccc(c23)C(=O)N1CCCCO	1.35
OCCn1c(-c2ccc(Cl)cc2)cn2c3ccccc3nc12	0.37
CCCCCN1C(=O)C(=O)c2ccccc21	-0.06
O=C(Nc1ccc(Cl)cc1Cl)N1CCCC1c1cccnc1 (stereo not given)	-0.99
CCOC(=O)C1=C(C)NC2=C(C(=O)CC(C)(C)C2)C1c1cc(OC)cc(OC)c1 (stereo not given)	0.55
CO[C@H]1O[C@H](COC(=O)c2ccccc2)[C@@H](O)[C@H](O)[C@H]1OC(=O)c1ccccc1	-1.44
Cc1cc(C)c(NC(=S)N(C)C)c(C)c1	0.54
CN1CCCC12NCCc1c2[nH]c2ccccc12 (stereo not given)	1.65
Nc1ccccc1NC(=O)c1ccccc1O	0.52
Cc1oc2c(F)c(F)c(F)c(F)c2c1C(N)=O	-0.61
O=C(NCc1cccs1)NCc1cccs1	-0.47
COC(=O)c1cnc(Sc2cc(C(F)(F)F)cc(C(F)(F)F)c2)nc1C(F)(F)F	-1.4
NS(=O)(=O)c1cc(Cl)c(Oc2ccc([N+](=O)[O-])cc2Cl)c(Cl)c1	-0.41
O=C(O)CNS(=O)(=O)c1ccc2[nH]c(=O)[nH]c2c1	0.48
Cc1ccc(S(=O)(=O)NC(=O)NN2CCCCCC2)cc1	13.3
CCOC(=O)c1c(NC(=O)C(C)Oc2ccc(OC)cc2)sc2c1CCCC2 (stereo not given)	0.85

The final 2 entries of the section before open the next one:
SMILES	Dicer processing
Cc1ccc(S(=O)(=O)NC(=O)NN2CCCCCC2)cc1	13.3
CCOC(=O)c1c(NC(=O)C(C)Oc2ccc(OC)cc2)sc2c1CCCC2 (stereo not given)	0.85
CCOC(=O)c1sc(=S)n(-c2ccccc2)c1NC(C)=O	-0.25
N#C/C(=C\NN1CCOCC1)S(=O)(=O)c1cc(C(F)(F)F)cc(C(F)(F)F)c1	0.27
Cc1ccc(N2C(=O)C3CC=CCC3C2=O)cc1Cl (stereo not given)	0.96
COc1ccc(N2C(=O)CC(Nc3ccc(Cl)cc3)C2=O)cc1 (stereo not given)	-0.82
CCC12CN3CC(CC)(CN(C1)C3c1ccc(O)cc1O)C2=O (stereo not given)	0.45
O=C(O)c1c2c(nc3ccccc13)CCC2	1.59
COc1cc(OC(C)=O)c(-c2cc(OC(C)=O)c(OC)cc2OC(C)=O)cc1OC(C)=O	-1.7
O=C(CC(SCc1ccco1)c1ccc(Cl)cc1)c1cccs1 (stereo not given)	-0.71
Cc1cc(C)cc(NC(=O)c2cc3n(n2)C(C(F)(F)F)CC(c2ccco2)N3)c1 (stereo not given)	1.71
